# STK33 kinase inh: inhibitors of human STK33 kinase; Q9BYT3; purified STK33, MBP phosphorylation, ADP-Glo luminescence; inhibition, % at 10 µM; 320,000 tested, 0.073% active; AID 2661;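 active = inhibition at or above 25%, using the most active replicate where run in duplicate; inactive = inhibition below 25%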
# Target sequence (Q9BYT3 whole entry, looked up): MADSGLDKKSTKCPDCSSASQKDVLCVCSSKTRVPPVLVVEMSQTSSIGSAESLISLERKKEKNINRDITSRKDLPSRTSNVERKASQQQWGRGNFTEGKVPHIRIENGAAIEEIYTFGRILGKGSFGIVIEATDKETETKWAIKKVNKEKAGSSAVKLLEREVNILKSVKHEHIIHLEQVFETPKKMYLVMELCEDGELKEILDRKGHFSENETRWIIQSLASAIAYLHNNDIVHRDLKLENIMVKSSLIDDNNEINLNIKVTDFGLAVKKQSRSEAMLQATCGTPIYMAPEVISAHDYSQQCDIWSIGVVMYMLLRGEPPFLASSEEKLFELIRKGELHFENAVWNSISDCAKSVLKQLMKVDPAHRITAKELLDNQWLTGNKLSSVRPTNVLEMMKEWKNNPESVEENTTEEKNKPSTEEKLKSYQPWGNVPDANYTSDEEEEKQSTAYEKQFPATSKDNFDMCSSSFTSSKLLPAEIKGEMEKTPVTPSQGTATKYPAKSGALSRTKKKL
# Numbers without * were called inactive. Not all compounds are listed, so the mix of outcomes need not match the whole.
SMILES,STK33 kinase inh
CC(Oc1ccc(Br)cc1)C(=O)NCC1(N2CCCCC2)CCCCC1 (stereo not drawn),-0.3
CCN(CC(=O)NCc1cccs1)C(=O)c1ccc(S(=O)(=O)Nc2ccccc2Cl)cc1,0.2
Cc1cc(F)ccc1S(=O)(=O)Nc1ccc(C(=O)N2CCCCC2)cc1,0.6
CCN(C(=O)CSc1ncccn1)c1cccc2ccccc12,-0.2
COc1ccccc1CN(C)C(=O)c1cccc(S(=O)(=O)N2CCCc3ccccc32)c1,0.0
CC1CCC2(CC1)NC(=O)N(CC(=O)N1CCN(S(=O)(=O)c3ccc4c(c3)CCC4)CC1)C2=O (stereo not drawn),-0.8
O=C(CCNS(=O)(=O)c1cccc(C(F)(F)F)c1)NC1CC1,-0.5
Cc1ccc(C(=O)OCC(=O)NC(=O)NCc2ccccc2)cc1C,-0.3
CC[C@]12c3[nH]c4ccccc4c3CCN1C(=O)C(CC(=O)NC/C=C(\C)CCC=C(C)C)C[C@@H]2C(=O)N1CCN(C(=O)C2CC2)CC1 (stereo partly drawn),-1.3
COc1ccc(NC(=O)COc2ccc(N(C)S(=O)(=O)c3ccc(Cl)cc3)cc2)cc1,7.3
Cc1cc(C)c(S(=O)(=O)NCCSCc2ccco2)c(C)c1,-0.3
Cc1noc(C)c1CSCC(=O)N(C)CC(=O)Nc1ccccc1C(F)(F)F,-0.6
CCOC(=O)c1nncc(-c2ccccc2)n1,-2.9
O=C(COC(=O)c1cc(Cl)ccc1O)Nc1cc(C(F)(F)F)ccc1N1CCOCC1,-1.7
Cc1c(C(=O)NCC2CCCO2)oc2ccccc12 (stereo not drawn),-0.3
CC(=O)N1c2ccccc2[C@@H](C)[C@@H]1C,0.8
COc1ccccc1N(C)S(=O)(=O)c1ccc(C(=O)Nc2ccc(C(N)=O)cc2)cc1,-2.3
CNC[C@H]1Oc2ccc(NC(=O)Nc3ccc(OC)cc3)cc2C(=O)N([C@@H](C)CO)C[C@H]1C,-0.7
C[C@H](CO)N1C[C@H](C)[C@@H](CN(C)C(=O)Nc2ccc3c(c2)OCO3)Oc2ccc(NC(=O)Nc3ccc(C(F)(F)F)cc3)cc2C1=O,0.5
O=C(Nc1cccnc1)c1cccc(S(=O)(=O)Nc2cccc(Cl)c2)c1,-0.4
CN(C(=O)CSc1nnnn1-c1ccc(Cl)cc1)C1CCS(=O)(=O)C1 (stereo not drawn),-0.9
COc1ccc(S(=O)(=O)N(C)C[C@H]2Oc3ccc(NC(=O)NC(C)C)cc3C(=O)N([C@H](C)CO)C[C@@H]2C)cc1,0.1
CCOC(=O)c1c(NC(=O)COC(=O)c2ccc(NC(=O)CC#N)cc2)sc(C(=O)NC)c1C,-0.3
COc1ccc(OC)c(-c2csc(NC(=O)CSCC(=O)Nc3cc(C)on3)n2)c1,-1.5

# Exported with values ahead of the structure: part of the list above
STK33 kinase inh	SMILES
-0.3	CCOC(=O)c1c(NC(=O)COC(=O)c2ccc(NC(=O)CC#N)cc2)sc(C(=O)NC)c1C
-0.3	Cc1c(C(=O)NCC2CCCO2)oc2ccccc12 (stereo not drawn)
-0.7	CNC[C@H]1Oc2ccc(NC(=O)Nc3ccc(OC)cc3)cc2C(=O)N([C@@H](C)CO)C[C@H]1C
0.5	C[C@H](CO)N1C[C@H](C)[C@@H](CN(C)C(=O)Nc2ccc3c(c2)OCO3)Oc2ccc(NC(=O)Nc3ccc(C(F)(F)F)cc3)cc2C1=O

# Later entries:
SMILES,STK33 kinase inh
Cc1ccc(C)c(OCCC(=O)N2CCN(S(=O)(=O)c3ccc([N+](=O)[O-])cc3)CC2)c1,0.3
CC(C)Cn1nc(C(=O)Nc2cccc(C(=O)NC3CC3)c2)c2ccccc2c1=O,1.7
CCNC(=O)NC(=O)CSc1ccc(S(=O)(=O)N(C)C2CCCCC2)cn1,0.9
COc1ccc(-c2cc(=O)[nH]c3ccccc23)cc1,-0.4
CCCn1c(N)c(C(=O)CSc2nnc3n2CCCCC3)c(=O)[nH]c1=O,-0.3
COc1ccc(NC(=O)C2CCC(C(C)(C)C)CC2)cc1S(=O)(=O)N1CCOCC1 (stereo not drawn),-1.0
CN(Cc1ccccc1Br)C(=O)CN1C(=O)NC2(CCCCCC2)C1=O,0.3
O=C(NC(=S)Nc1ccccc1Br)C1CCCCC1,1.6
COc1ccccc1NC(=O)C/C(N)=N/OCC(=O)Nc1cccc(Cl)c1,0.3
COc1ccc([C@H]2CC(=O)C=C(c3cccc(OCc4ccccc4)c3)C2)cc1,0.4
O=C(CSc1nnnn1C1CC1)Nc1cccc(S(=O)(=O)N2CCCC2)c1,-0.1
COc1ccc(C2=Nn3c(nnc3-c3ccccc3F)SC2)cc1OCC1CC1,-0.1
Cc1ccc(S(=O)(=O)N2CCOCC2)cc1NC(=O)COC(=O)Cc1ccc(Cl)cc1,-0.6
O=C(NCC1CCCO1)c1cc2c(s1)CCCC2 (stereo not drawn),-2.0
CCOc1ccc(S(=O)(=O)N(CC)CC(=O)NC2CCS(=O)(=O)C2)cc1 (stereo not drawn),-0.4
CSCCC(NC(=O)c1ccccc1)C(=O)N1CCCCCCC1 (stereo not drawn),0.3
NC(=O)NC(=O)C(c1ccccc1)N1CCN(S(=O)(=O)c2ccc(Br)s2)CC1 (stereo not drawn),-0.5
COc1cccc2sc3cc(NCc4ccc(C)o4)ccc3c(=O)c12,1.3
COc1ccc(COC(=O)C2CC(=O)N(Cc3ccccc3)C2)cc1 (stereo not drawn),0.7
CC1CCCC(NC(=O)CSc2cccc[n+]2[O-])C1C (stereo not drawn),-4.0
CCC(C)(C)C1CCC2(CC1)NC(=O)N(CC(=O)N1CCN(C(=O)c3ccco3)CC1)C2=O (stereo not drawn),-0.8
COC(=O)c1ccccc1S(=O)(=O)N1CCC(C(=O)NC2CCCCC2C)CC1 (stereo not drawn),-0.6
COc1ccc(NC(=O)CN(C)C(=O)CSc2ccc(Br)cc2)cc1,0.1
CCOC(=O)c1[nH]cnc1C(=O)N[C@@H](C)c1ccccc1,-0.6
C=CC[C@H](CC(=O)NCCO)C(=O)N[C@@H](C)COC(=O)[C@H](CC=C)CC(=O)OC(C)(C)C,-0.6
Cc1ccc(S(=O)(=O)N2[C@@H](c3ccc4c(c3)OCO4)C(C(=O)O)=C[C@H]2C(C)(C)C)cc1,-3.4
CN(CC(=O)Nc1ccc(F)c(F)c1F)C(=O)c1ccc(N2CCCC2=O)cc1,-1.8
CCn1c(C)nc2cc(C(=O)NN=Cc3ccccc3OC(F)F)ccc21,-1.7
C[C@H]1COC(=O)[C@H](Cc2ccc(F)cc2)C/C=C\C[C@@H](CC(=O)N(CCO)Cc2ccccc2)C(=O)N1,-2.0
Cc1ccc(C)c(OCCC(=O)OCC(=O)NNC(=O)c2ccccc2)c1,-0.5
COc1ccc(C(=O)Nc2ccc(NC(C)=O)cc2)cc1S(=O)(=O)N1CCCCC1C (stereo not drawn),-1.2
COc1ccc(Cl)cc1NS(=O)(=O)c1cccc(C(=O)N2CC(C)OC(C)C2)c1 (stereo not drawn),-1.5
CC(C)(C)OC(=O)N[C@@H](Cc1ccccc1)C(=O)N[C@@H](CO)[C@H](O)[C@@H]1C[C@@H]1C(=O)NC1CCCCC1,-1.2
COC(=O)c1ccc(CNC(=O)COC(=O)/C=C/c2ccc(O)c(OC)c2)cc1,-0.1
CN(C)c1ccc(S(=O)(=O)NCC(=O)OCC(=O)NC(=O)C2CCCCC2)cc1[N+](=O)[O-],-1.0
Cc1noc(C)c1NC(=O)Nc1ccc2c(c1)C(=O)N([C@@H](C)CO)C[C@@H](C)[C@@H](CN(C)Cc1ccc3c(c1)OCO3)O2,-1.1
CC(=O)NC(c1cc(Cl)c2cccnc2c1O)C1CC1 (stereo not drawn),-1.0
CCOc1ccccc1N1CC(C(=O)NNC(=O)c2cc(OC)c(OC)c(OC)c2)CC1=O (stereo not drawn),0.1
CC(NC(=O)C1CCN(C(=O)c2ccc(F)cc2)CC1)c1ccc(-n2ccnc2)cc1 (stereo not drawn),2.6
C/C(=C\c1ccccc1F)C1Nc2cccc3cccc(c23)N1,1.3
O=C(Cn1nc(-c2ccccc2)oc1=O)OCC(=O)c1ccc(F)c(F)c1,1.2
COc1ccc(Br)c(C(=O)OCC(=O)NC2CC2)c1,0.5
O=C(COC(=O)CC1SC(N2CCCC2)=NC1=O)Nc1c(F)c(F)c(F)c(F)c1F (stereo not drawn),-0.5
CCCN(CC(=O)Nc1cc(Cl)ccc1Cl)C(=O)c1ccc(N2CCCC2=O)cc1,-1.0
CCCCC/C=C/C1=CC(=O)C[C@H](c2ccc(Cl)cc2)C1,-0.9
O=C(CSc1nnc2ccccn12)NC(=O)c1ccccc1Cl,0.3
C#CCOCCOCCOCCNc1nc(N2CCOCC2)nc(N2CCN(C(=O)[C@H](CCCCN)n3cc(CN)nn3)CC2)n1,1.6
CC1CCCC(NC(=O)COC(=O)c2cccc(S(=O)(=O)N3CCCCC3)c2)C1C (stereo not drawn),-0.8

# Part of the list above, with tabs:
Compound	STK33 kinase inh
COc1ccc(Br)c(C(=O)OCC(=O)NC2CC2)c1	0.5
O=C(COC(=O)CC1SC(N2CCCC2)=NC1=O)Nc1c(F)c(F)c(F)c(F)c1F (stereo not drawn)	-0.5
CCCN(CC(=O)Nc1cc(Cl)ccc1Cl)C(=O)c1ccc(N2CCCC2=O)cc1	-1.0
CCCCC/C=C/C1=CC(=O)C[C@H](c2ccc(Cl)cc2)C1	-0.9
O=C(CSc1nnc2ccccn12)NC(=O)c1ccccc1Cl	0.3
C#CCOCCOCCOCCNc1nc(N2CCOCC2)nc(N2CCN(C(=O)[C@H](CCCCN)n3cc(CN)nn3)CC2)n1	1.6

# Going on with the list.
SMILES,STK33 kinase inh
O=C1CCC(C(=O)OC(C(=O)Nc2ccc([N+](=O)[O-])cc2Br)c2ccccc2)=NN1 (stereo not drawn),-0.1
O=C(NCCC(=O)N1CCN(Cc2c(F)cccc2Cl)CC1)c1ccc(Cl)cc1,-0.6
Cc1nn(-c2ccccc2)c(C)c1/C=C/C(=O)OCC(=O)Nc1ccc(C(N)=O)cc1,13
Cc1ccccc1NC(=O)COC(=O)c1ccc2nc(C)c(C)nc2c1,0.1
CCOC(=O)c1sc(NC(=O)CN2C(=O)NC3(CCC(C)CC3)C2=O)c(C(=O)OCC)c1C (stereo not drawn),-0.8
Cc1ccc(NC(=O)C(c2ccccc2)N2CCN(C(=O)c3ccco3)CC2)cc1 (stereo not drawn),1.2
Cc1onc(-c2ccccc2)c1C(=O)OCC(=O)Nc1ccc(OC(F)(F)F)cc1,-0.6
CCOC(=O)C1=C(CC)Nc2ccccc2N=C1NC(=O)c1cc(S(=O)(=O)N2CCOCC2)ccc1C,-0.5
COc1ccc(/[N+]([O-])=C/c2ccco2)cc1,-0.6
CC(NCC(=O)Nc1ccccc1C(=O)NC1CC1)c1ccc(S(N)(=O)=O)cc1 (stereo not drawn),-1.4
CCC(C)NC(=O)c1ccc(NC(=O)CC2SC(N3CCCCC3)=NC2=O)cc1 (stereo not drawn),0.9
Cc1cc(Br)ccc1NC(=O)CN(C)C(=O)c1ccc(-n2cncn2)c([N+](=O)[O-])c1,-0.1
CCCCCC(=O)Nc1ccc(S(=O)(=O)NC2=NCCCCC2)cc1,-0.5
O=C(COC(=O)c1ccc(F)cc1F)NCc1ccc2c(c1)OCO2,0.0
C[C@H](CO)N1C[C@H](C)[C@@H](CN(C)S(=O)(=O)c2ccccc2)Oc2c(NC(=O)Nc3ccc(C(F)(F)F)cc3)cccc2C1=O,-2.0
NC(=O)c1ccsc1NC(=O)COC(=O)c1c(F)cccc1Cl,1.2
CCOc1ccccc1OCCCC(=O)Nc1ccc(Cl)c(S(=O)(=O)N2CCOCC2)c1,6.4
COc1cccc(NC(=O)CN(C)C(=O)c2cc3ccccc3cc2OC)c1,-2.3
COc1ccc(C(=O)OCC(=O)NC2CC2)cc1OC,-0.6
Cc1ccc2c(c1)[C@H]1[C@H](CO2)[C@H](c2ccccc2)[C@]2(C)C(=O)N(CC3CCCO3)CC(=O)N12 (stereo partly drawn),0.5
CCc1ccccc1NC(=O)CN1CCN(C(=O)CNC(=O)Cc2cccc3ccccc23)CC1,0.0
COc1ccc2c(c1)[C@@H]1[C@H](CO2)[C@H](c2ccccc2)[C@]2(C)C(=O)NCC(=O)N12,0.3
O=c1cc(CN2CCN(S(=O)(=O)c3ccccc3)CC2)nc2ccc(Cl)cn12,0.0
CC1CCCN(S(=O)(=O)c2ccc(NC(=O)C3CCN(C(=O)C(C)(C)C)CC3)cc2)C1 (stereo not drawn),-0.4
COc1ccc(C(=O)NNC(=O)c2ccc3ccccc3n2)cc1,0.8
O=C(COC(=O)c1ccc(OC(F)(F)F)cc1)NCCN1C(=O)CSC1=O,-1.1
Cc1ccc(S(=O)(=O)NC(C)C(=O)OCC(=O)N(C)c2ccccc2)cc1 (stereo not drawn),1.2
CC(C)CC1NC(=O)c2ccccc2-n2c1nc1ccccc1c2=O (stereo not drawn),-1.3
COc1cc2cc(CCCOC(=O)c3cc(OC)c(OC)c(OC)c3)oc(=O)c2cc1OC,0.5
C=CC[C@H](CC(=O)NCCO)C(=O)NC[C@@H](OC(=O)[C@@H](CC=C)Cc1ccc(F)cc1)c1ccccc1,-0.8
CCOC(=O)C1=C(CC)Nc2ccccc2N=C1NC(=O)c1cccc(S(=O)(=O)N2CCOCC2)c1,1.1
CC(C)c1cccc(C2=CC(=O)C[C@H](c3ccc4c(c3)OCO4)C2)c1,0.0
O=C(/C=C/c1ccccc1[N+](=O)[O-])OCC(=O)N1CCCC1,0.0
O=c1c2ccccc2ccc2ccccc12,-0.5
O=C(Nc1cc(S(=O)(=O)N2CCOCC2)ccc1N1CCCCC1)c1ccccc1,-1.3
Clc1ccc(-c2cnnc(-c3ccccn3)n2)cc1,1.2
COc1ccc2oc(C(=O)OC(C)C(=O)Nc3ccc(N4CCOCC4)cc3)c(C)c2c1 (stereo not drawn),0.2
O=C(Cn1cc(C(F)(F)F)ccc1=O)N1CCCc2ccccc21,0.6
NS(=O)(=O)c1ccc(CNC(=O)c2ccc(S(=O)(=O)NCc3ccco3)cc2)cc1,-0.7
O=C(Nc1ccc(F)c(Cl)c1)C1CC(=O)N(Cc2ccco2)C1 (stereo not drawn),-1.3
Cc1ccc(Cn2nc(C)c(C(=O)NCC(c3ccc(F)cc3)N3CCOCC3)c2Cl)cc1 (stereo not drawn),-0.2
C[C@H]1CN([C@@H](C)CO)C(=O)c2cccc(NC(=O)c3nc4ccccc4s3)c2O[C@H]1CN(C)C(=O)Nc1ccc(F)cc1,0.3
